NR1D1 modulator: modulators of human Rev-erb alpha DNA binding | Rev-erbα–FITC-DNA binding, fluorescence polarization, 90 min | activity, % at 10 µM | AID 1259318 | 370,000 tested, 0.79% active;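 active means activity above about 14%, limit read from the data; passing the limit was not always enough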;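 further: 0% = DMSO wells with 35 nM protein and 100% = DMSO wells with 750 nM protein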
TCR CD3 inh: blocks the human TCR-CD3 interaction; TAMRA-labeled TCR probe fluorescence, biochemical; inhibition, % at 9.4 µM; 360,000 tested, 0.37% active; AID 651800; in the data active means inhibition above about 19%;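 further: recombinant mutant TCR 2C K166C tagged with TAMRA read by polarization; 0% = receptor in buffer alone and 100% = receptor with positive control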
UHRF1 MBD2 ctr: blocks human UHRF1 binding to methylated DNA; UHRF1 binding to methylated oligo, TR-FRET; inhibition, % at 4.4 µM; 370,000 tested, 0.75% active; AID 687016; Q96T88; in the data active means inhibition above about 21%;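 further: UHRF1 SRA domain binding a hemimethylated CpG hairpin DNA probe; 0% = median of test compound wells and 100% = reference inhibitor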
PRMT1 FP inh: PRMT1 (human) inhibition, primary screen; recombinant PRMT1, activity-based probe fluorescence polarization; inhibition, % at 2.79 µM; 370,000 tested, 1.3% active;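 active means inhibition above about 21% made by adding two undisclosed values, limit read from the data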
PG9 Ab binder: PG9 antibody binding by small molecule; TR-FRET gp120-PG9 antibody binding; inhibition, % at 6.7 µM; 360,000 tested, 0.43% active; AID 624416; in the data active means inhibition above about 8.5%
ABHD4 inh: inhibits mouse alpha/beta hydrolase domain 4; Q8VD66; purified mABHD4, FP-Rh probe fluorescence polarization; inhibition, % at 8.92 µM; 370,000 tested, 0.54% active;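 active means inhibition exceeding the mean over every tested compound plus 3 SD, cut at about 30% in these data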;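 further: 0% = plate median of compound wells and 100% = S159A mutant with DMSO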
Target sequence (Q8VD66 whole entry, looked up, the tested form may be a part): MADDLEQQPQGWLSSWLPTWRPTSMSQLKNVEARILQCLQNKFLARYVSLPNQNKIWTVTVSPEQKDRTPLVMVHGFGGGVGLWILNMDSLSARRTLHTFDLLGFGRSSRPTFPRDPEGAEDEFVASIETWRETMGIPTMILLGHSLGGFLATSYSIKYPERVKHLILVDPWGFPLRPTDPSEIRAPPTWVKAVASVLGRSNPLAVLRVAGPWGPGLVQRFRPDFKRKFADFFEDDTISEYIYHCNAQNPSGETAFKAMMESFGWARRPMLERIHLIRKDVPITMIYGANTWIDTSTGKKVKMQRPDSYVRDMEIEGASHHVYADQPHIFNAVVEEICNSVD
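Test system: mouse ABHD4 enzyme, wild type. Reagent: FP-Rh fluorescent activity-based probe, added after compound pre-incubation. Timing: pre-incubation 45 min, probe exposure 60 min, at 25 °C. Technique: FP readout, ex 525 nm / em 598 nm. Benchmarks: high control S159A mutant with DMSO, low control median of compound wells.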
MBD2 inh: inhibitors of human MBD2 binding to methylated oligonucleotide | AID 686964 | inhibition, % at 4.4 µM | TR-FRET | Q9UBB5 | 370,000 tested, 0.31% active; in the data active means inhibition above about 13%
rCAG RNA binder: molecules binding r(CAG) RNA repeats; r(CAG) RNA repeat, TO-PRO-1 dye displacement fluorescence; inhibition, % at 3 µM; 370,000 tested, 1.3% active; AID 651821;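 active means inhibition above the plate cutoff, the mean of all test compounds on that plate plus 3 SD, cut at about 35% in these data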;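 further: 0% = DMSO alone and 100% = 100 µM mitoxantrone as full dye displacement; higher means more dye released from RNA so lower well fluorescence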
LEDGF integ inh: blocks HIV-1 LEDGF/p75-dependent DNA integration; TR-FRET IN-LEDGF/p75 DNA integration, Eu/Cy5; inhibition, % at 3.7 µM; 370,000 tested, 0.64% active; AID 743269;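 active means inhibition above the screen-wide mean plus 3 SD, cut at about 13% in these data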;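 further: signal is the Cy5 over europium emission ratio at 671 and 618 nm; 0% = plate median of compound wells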
HTRA1 inh: HTRA1 (human) protease inhibition | inhibition, % at 5.96 µM | recombinant HTRA1, FP-rhodamine activity-based probe, fluorescence polarization | AID 504803 | 340,000 tested, 0.5% active; in the data active means inhibition above about 36%;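 further: 0% = enzyme with DMSO and 100% = wells lacking enzyme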
Target sequence (Q92743 whole entry, looked up): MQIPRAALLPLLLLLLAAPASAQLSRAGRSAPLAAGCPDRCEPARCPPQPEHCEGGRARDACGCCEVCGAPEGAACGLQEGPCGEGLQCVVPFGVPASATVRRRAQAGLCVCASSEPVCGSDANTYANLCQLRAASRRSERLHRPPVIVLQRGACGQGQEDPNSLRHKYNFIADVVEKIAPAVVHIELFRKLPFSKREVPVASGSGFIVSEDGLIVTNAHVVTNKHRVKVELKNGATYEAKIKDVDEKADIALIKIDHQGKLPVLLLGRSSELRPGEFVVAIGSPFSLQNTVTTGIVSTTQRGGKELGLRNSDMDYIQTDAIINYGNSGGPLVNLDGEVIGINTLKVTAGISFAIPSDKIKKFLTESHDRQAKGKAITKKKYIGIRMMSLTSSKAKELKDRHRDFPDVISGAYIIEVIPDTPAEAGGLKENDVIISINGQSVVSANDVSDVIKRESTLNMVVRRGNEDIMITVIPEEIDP
Active calls of the source: *. These rows are one share of the data, so the mix of outcomes need not match the whole.

Results for Nc1nc(SCC(=O)O)[nH]c(=O)c1NC(=O)c1ccccc1F ?
NR1D1 modulator: 6; TCR CD3 inh: 4; UHRF1 MBD2 ctr: -1; PRMT1 FP inh: 1; PG9 Ab binder: -0.1; ABHD4 inh: -2; MBD2 inh: 3; rCAG RNA binder: 3; LEDGF integ inh: 8; HTRA1 inh: 2

Results for COc1cccc(NS(=O)(=O)c2cc3[nH]c(=O)c(=O)[nH]c3cc2C)c1 ?
NR1D1 modulator: -2; TCR CD3 inh: 3; UHRF1 MBD2 ctr: -5; PRMT1 FP inh: 1; PG9 Ab binder: -1.2; ABHD4 inh: -12; MBD2 inh: 1; rCAG RNA binder: 5; LEDGF integ inh: 2; HTRA1 inh: 2

Results for COc1ccc(N=C(C)C2=C(O)c3ccccc3C2=O)cc1 ?
NR1D1 modulator: 4; TCR CD3 inh: 0; UHRF1 MBD2 ctr: 3; PRMT1 FP inh: 0; PG9 Ab binder: -0.1; ABHD4 inh: 6; MBD2 inh: 3; rCAG RNA binder: -4; LEDGF integ inh: 0; HTRA1 inh: -10

How did CCOc1ccc(-c2csc(N3CCC(C(N)=O)CC3)n2)cc1 do in these assays?
NR1D1 modulator: -3; UHRF1 MBD2 ctr: 1; PRMT1 FP inh: -1; ABHD4 inh: 1; MBD2 inh: -1; LEDGF integ inh: -1

Results for COc1ccccc1CN1C(=O)C(C)ON=C1c1ccccc1F (configuration not stated) ?
NR1D1 modulator: -3; TCR CD3 inh: -2; UHRF1 MBD2 ctr: 3; PRMT1 FP inh: 15; PG9 Ab binder: -2.1; ABHD4 inh: -8; MBD2 inh: 8; rCAG RNA binder: -5; LEDGF integ inh: 0

What do the screens show for `CS(=O)(=O)c1ccc2nc(NC(=O)CC3CCCC3)sc2c1`?
NR1D1 modulator: 5; TCR CD3 inh: 6; UHRF1 MBD2 ctr: 1; PRMT1 FP inh: -1; PG9 Ab binder: -0.8; ABHD4 inh: -5; MBD2 inh: -1; rCAG RNA binder: 5; LEDGF integ inh: -1; HTRA1 inh: -15

Results for COc1cc(NC(=O)C2=C(N3CCOCC3)/C(=C\c3ccc(N(C)C)cc3)CCC2)cc(OC)c1OC ?
NR1D1 modulator: -8; TCR CD3 inh: -4; UHRF1 MBD2 ctr: -3; PRMT1 FP inh: -3; PG9 Ab binder: -1.8; ABHD4 inh: 7; MBD2 inh: 0; rCAG RNA binder: 10; LEDGF integ inh: -3; HTRA1 inh: 6

What do the screens show for `COc1cc2ccccc2cc1C(=O)Nc1cccnc1`?
NR1D1 modulator: 4; TCR CD3 inh: -5; UHRF1 MBD2 ctr: 5; PRMT1 FP inh: 1; PG9 Ab binder: 1.9; ABHD4 inh: -19; MBD2 inh: 7; rCAG RNA binder: 3; LEDGF integ inh: 5; HTRA1 inh: -4

What do the screens show for `Cc1cccc(-n2c(-c3ccoc3C)n[nH]c2=S)c1`?
NR1D1 modulator: 2; TCR CD3 inh: 0; UHRF1 MBD2 ctr: 2; PRMT1 FP inh: 3; PG9 Ab binder: 6.5; ABHD4 inh: 7; MBD2 inh: 4; rCAG RNA binder: 6; LEDGF integ inh: -2; HTRA1 inh: 7

Results for COc1ccc2oc3ccccc3c(=O)c2c1 ?
NR1D1 modulator: 4; TCR CD3 inh: 2; UHRF1 MBD2 ctr: -9; PRMT1 FP inh: 0; PG9 Ab binder: 2.0; ABHD4 inh: -2; MBD2 inh: -4; rCAG RNA binder: 1; LEDGF integ inh: 0; HTRA1 inh: -6

Continued (2 carried over from the part before).
What do the screens show for `Cc1cccc(-n2c(-c3ccoc3C)n[nH]c2=S)c1`?
NR1D1 modulator: 2; TCR CD3 inh: 0; UHRF1 MBD2 ctr: 2; PRMT1 FP inh: 3; PG9 Ab binder: 6.5; ABHD4 inh: 7; MBD2 inh: 4; rCAG RNA binder: 6; LEDGF integ inh: -2; HTRA1 inh: 7

Results for COc1ccc2oc3ccccc3c(=O)c2c1 ?
NR1D1 modulator: 4; TCR CD3 inh: 2; UHRF1 MBD2 ctr: -9; PRMT1 FP inh: 0; PG9 Ab binder: 2.0; ABHD4 inh: -2; MBD2 inh: -4; rCAG RNA binder: 1; LEDGF integ inh: 0; HTRA1 inh: -6

How did N#Cc1cc(Oc2cccc3cccnc23)c(-n2nnc3ccccc32)cc1C#N do in these assays?
NR1D1 modulator: -2; TCR CD3 inh: 6; UHRF1 MBD2 ctr: -8; PRMT1 FP inh: 4; PG9 Ab binder: -3.2; ABHD4 inh: 5; MBD2 inh: 3; rCAG RNA binder: -1; LEDGF integ inh: 2; HTRA1 inh: -4

Results for O=Cc1nc(-c2ccc(Cl)cc2)n2ccccc12 ?
NR1D1 modulator: -8; TCR CD3 inh: -1; UHRF1 MBD2 ctr: -2; PRMT1 FP inh: 2; PG9 Ab binder: 1.1; ABHD4 inh: 5; MBD2 inh: -3; rCAG RNA binder: -1; LEDGF integ inh: -1; HTRA1 inh: 1

Results for O=C(Cn1ccsc1=NC(=O)c1ccco1)c1ccccc1 ?
NR1D1 modulator: -8; TCR CD3 inh: 1; UHRF1 MBD2 ctr: 1; PRMT1 FP inh: 0; PG9 Ab binder: 0.9; ABHD4 inh: -6; MBD2 inh: -1; rCAG RNA binder: 0; LEDGF integ inh: 2; HTRA1 inh: 8

What do the screens show for `S=C(Nc1ccccn1)NC1CCCC1`?
NR1D1 modulator: 3; TCR CD3 inh: 2; UHRF1 MBD2 ctr: 0; PRMT1 FP inh: 4; PG9 Ab binder: -0.9; ABHD4 inh: 0; MBD2 inh: 4; rCAG RNA binder: 0; LEDGF integ inh: 3; HTRA1 inh: -1

Results for Cc1ccsc1/C=N/Nc1ncnc2nc[nH]c12 ?
NR1D1 modulator: -3; TCR CD3 inh: 1; UHRF1 MBD2 ctr: -4; PRMT1 FP inh: 1; PG9 Ab binder: -5.9; ABHD4 inh: -2; MBD2 inh: -9; rCAG RNA binder: 2; LEDGF integ inh: -3; HTRA1 inh: 10

How did COc1cc2c(cc1OC)C(c1ccccc1)NC(C)(C)C2 (configuration not stated) do in these assays?
NR1D1 modulator: 0; TCR CD3 inh: -1; UHRF1 MBD2 ctr: 46*; PRMT1 FP inh: -4; PG9 Ab binder: 0.4; ABHD4 inh: 2; MBD2 inh: -1; rCAG RNA binder: -3; LEDGF integ inh: -5; HTRA1 inh: -3

Results for S=C(NCCCc1ccccc1)Nc1ccc(Cl)cc1 ?
NR1D1 modulator: -2; TCR CD3 inh: -2; UHRF1 MBD2 ctr: -2; PRMT1 FP inh: 2; PG9 Ab binder: -1.3; ABHD4 inh: -18; MBD2 inh: -7; rCAG RNA binder: 1; LEDGF integ inh: 1; HTRA1 inh: -33

How did O=C(Nc1ccccc1F)N(Cc1ccc(F)cc1)Cc1nc2ccccc2c(=O)[nH]1 do in these assays?
NR1D1 modulator: 6; TCR CD3 inh: -6; UHRF1 MBD2 ctr: 3; PRMT1 FP inh: -1; PG9 Ab binder: -1.1; ABHD4 inh: 2; MBD2 inh: 3; rCAG RNA binder: -1; LEDGF integ inh: 2; HTRA1 inh: 3

Results for CCc1ccccc1NC(=S)NC1CC2CCCC(C1)N2Cc1cccs1 (configuration not stated) ?
NR1D1 modulator: 2; TCR CD3 inh: -2; UHRF1 MBD2 ctr: -4; PRMT1 FP inh: 0; PG9 Ab binder: 0.6; ABHD4 inh: 7; MBD2 inh: -7; rCAG RNA binder: -2; LEDGF integ inh: 4; HTRA1 inh: -6

How did COC(=O)C1=C(C)N(C)C(=O)/C1=C\c1ccco1 do in these assays?
NR1D1 modulator: -2; TCR CD3 inh: -3; UHRF1 MBD2 ctr: -5; PRMT1 FP inh: 2; PG9 Ab binder: -3.3; ABHD4 inh: 4; MBD2 inh: 1; rCAG RNA binder: 1; LEDGF integ inh: -2; HTRA1 inh: 3

Results for O=C(Oc1coc(CSc2ncccn2)cc1=O)c1ccccc1[N+](=O)[O-] ?
NR1D1 modulator: -3; TCR CD3 inh: 1; UHRF1 MBD2 ctr: 0; PRMT1 FP inh: 1; PG9 Ab binder: -0.8; ABHD4 inh: 9; MBD2 inh: 4; rCAG RNA binder: -2; LEDGF integ inh: -2; HTRA1 inh: 9

What do the screens show for `O=C(Cn1ccc([N+](=O)[O-])n1)NCc1cccnc1`?
NR1D1 modulator: -2; TCR CD3 inh: -8; UHRF1 MBD2 ctr: -1; PRMT1 FP inh: 4; PG9 Ab binder: 4.1; ABHD4 inh: 5; MBD2 inh: -5; rCAG RNA binder: 7; LEDGF integ inh: -4; HTRA1 inh: -1

How did Cc1ccc(S(=O)(=O)N2CCCC2)cc1C(=O)N1CCC(C)CC1 do in these assays?
NR1D1 modulator: 6; TCR CD3 inh: 6; UHRF1 MBD2 ctr: 0; PRMT1 FP inh: -1; PG9 Ab binder: -2.1; ABHD4 inh: 1; MBD2 inh: -9; rCAG RNA binder: -2; LEDGF integ inh: 3; HTRA1 inh: -4

Results for C[C@H]1CN([C@@H](C)CO)S(=O)(=O)c2ccc(-c3cncnc3)cc2O[C@H]1CN(C)C(=O)NC1CCCC1 ?
NR1D1 modulator: -2; TCR CD3 inh: 3; UHRF1 MBD2 ctr: 0; PRMT1 FP inh: 0; PG9 Ab binder: 1.0; ABHD4 inh: 2; MBD2 inh: 0; rCAG RNA binder: 0; LEDGF integ inh: 0; HTRA1 inh: 0

How did Clc1ccc(Nc2ncnc3c2nnn3Cc2ccccc2)cc1 do in these assays?
NR1D1 modulator: -7; TCR CD3 inh: -2; UHRF1 MBD2 ctr: -1; PRMT1 FP inh: -5; PG9 Ab binder: 0.8; ABHD4 inh: 0; MBD2 inh: 4; rCAG RNA binder: 4; LEDGF integ inh: -1

Results for CC(=O)Nc1ccc(/C=N/Nc2nc3ccccc3s2)cc1 ?
NR1D1 modulator: 3; TCR CD3 inh: -14; UHRF1 MBD2 ctr: -2; PRMT1 FP inh: 6; PG9 Ab binder: -1.3; ABHD4 inh: -4; MBD2 inh: 3; rCAG RNA binder: 12; LEDGF integ inh: 0; HTRA1 inh: -7

What do the screens show for `Cc1cc(=S)[nH]c(=S)[nH]1`?
NR1D1 modulator: -5; TCR CD3 inh: -3; UHRF1 MBD2 ctr: -4; PRMT1 FP inh: 4; PG9 Ab binder: -0.7; ABHD4 inh: -5; MBD2 inh: 1; rCAG RNA binder: -3; LEDGF integ inh: 4; HTRA1 inh: 11

What do the screens show for `Cc1nc(-c2ccc(C(=O)NCCO)cc2)cs1`?
NR1D1 modulator: 9; TCR CD3 inh: 4; UHRF1 MBD2 ctr: 1; PRMT1 FP inh: -10; PG9 Ab binder: 0.1; ABHD4 inh: -1; MBD2 inh: -3; rCAG RNA binder: 0; LEDGF integ inh: 4; HTRA1 inh: 2

What do the screens show for `Cc1ccc(-n2c(-c3ccco3)nc3c(cnn3-c3ccccc3C)c2=O)cc1`?
NR1D1 modulator: 2; TCR CD3 inh: 2; UHRF1 MBD2 ctr: -2; PRMT1 FP inh: -2; PG9 Ab binder: -1.7; ABHD4 inh: 0; MBD2 inh: 3; rCAG RNA binder: 2; LEDGF integ inh: 3; HTRA1 inh: 0

How did COc1ccccc1NC(=O)c1ccccc1NS(=O)(=O)N1CCCC1 do in these assays?
NR1D1 modulator: -2; TCR CD3 inh: 5; UHRF1 MBD2 ctr: -2; PRMT1 FP inh: -2; PG9 Ab binder: 0.2; ABHD4 inh: -2; MBD2 inh: 5; rCAG RNA binder: 18; LEDGF integ inh: -1; HTRA1 inh: -5

Results for CC1(C(=O)NS(=O)(=O)c2ccccc2)CCN1C(=O)Cc1ccccc1Cl (configuration not stated) ?
NR1D1 modulator: -3; TCR CD3 inh: -2; UHRF1 MBD2 ctr: 0; PRMT1 FP inh: 2; PG9 Ab binder: -1.3; ABHD4 inh: -2; MBD2 inh: 3; rCAG RNA binder: 4; LEDGF integ inh: -1

Bioassay records from PubChem.
